# CF NFkB inh = cystic fibrosis NF-kB activation inhibition | KKLEB NF-kB-GFP reporter, PAF-induced, GFP fluorescence overnight | inhibition, % at 5 µM | AID 588850 | 360,000 tested, 0.86% active;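 active means at least 50% inhibition at 5 µM, scaled per plate between neutral and stimulator controls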;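 further: PAF is a Pseudomonas aeruginosa culture filtrate used as stimulus; plate controls were PAF-stimulated DMSO wells for no effect and unstimulated DMSO wells for full effect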
# NR2E3 ag-1 = activates human photoreceptor nuclear receptor NR2E3; Q9Y5X4; GST-NR2E3/biotin-RetCOR TR-FRET, 1536-well; inhibition of corepressor binding, % at 4.78 µM; 320,000 tested, 0.12% active; AID 2300;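 active means percent inhibition above the cutoff of mean plus 3 SD of all tested compounds, set per screening campaign, cut at about 20% in these data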;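 further: 0% = DMSO wells and 100% = biotin wells as full block of FRET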
# Target sequence (Q9Y5X4 whole entry, looked up): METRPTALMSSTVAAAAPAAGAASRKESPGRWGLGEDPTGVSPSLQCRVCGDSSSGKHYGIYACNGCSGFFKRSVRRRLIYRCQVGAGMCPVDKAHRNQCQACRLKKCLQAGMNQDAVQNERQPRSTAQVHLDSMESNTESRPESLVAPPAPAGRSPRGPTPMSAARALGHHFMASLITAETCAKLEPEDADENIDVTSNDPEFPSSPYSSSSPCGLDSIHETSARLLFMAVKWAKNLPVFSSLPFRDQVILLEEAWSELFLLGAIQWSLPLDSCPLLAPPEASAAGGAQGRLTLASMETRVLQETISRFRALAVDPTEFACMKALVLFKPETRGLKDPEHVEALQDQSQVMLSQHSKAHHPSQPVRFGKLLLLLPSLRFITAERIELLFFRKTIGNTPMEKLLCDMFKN
#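 System: GST-tagged NR2E3 plus biotinylated RetCOR corepressor; Buffer or medium: pH 7.5 Tris-based buffer; Probe or stimulus: RetCOR corepressor, biotinylated, 7 nM; Doses: compound at 4.8 µM, single dose; Schedule: 5 h incubation at 4 °C; Technique: time-resolved FRET; Evaluation: percent inhibition of TR-FRET ratio; Replication: one well per compound, singlicate testing.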
# iPSC survival up = increases survival of single human iPS cells | hiPSC single-cell survival, ATPlite luminescence; 100% = ROCK inhibitor wells, 0% = DMSO | survival enhancement, % at 20 µM | 360,000 tested, 0.044% active | AID 602274; in the data active means survival enhancement above about 18%;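 further: cells exposed to compounds for 16 hours before the ATP read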
# Shn3 3UTR inh = Schnurri-3 reporter inhibition in Clone20 osteoblasts; Clone20 osteoblast Shn3 3'UTR firefly luciferase, 24 h; inhibition, % at 12.5 µM; AID 588674; 360,000 tested, 0.52% active;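 active means mean inhibition of at least 75% with every replicate also reaching 75%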;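 further: 0% = median of neutral control wells and 100% = pilot-screen positive control compound; some compounds past the cut are filed as inactive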
# NR2E3 ag-2 = activates human NR2E3 receptor. AID 602229. CHO-S Gal4-NCOR/VP16-NR2E3 two-hybrid, luciferase. 360,000 tested, 0.35% active. inhibition of corepressor binding, % at 3.98 µM;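 active means inhibition above the mean of all tested compounds plus 3 SD, cut at about 70% in these data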;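 further: 0% = DMSO with NR2E3 transfected cells and 100% = cells lacking NR2E3 construct; higher means lower luciferase signal from less NR2E3 corepressor binding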
# LMP1 NFkB inh = inhibitors of Epstein-Barr LMP1-induced NF-kappaB reporter; LMP1-induced NF-kappaB luciferase reporter cells, luminescence; inhibition, % at 12.5 µM; 350,000 tested, 0.69% active; AID 504558; in the data active means inhibition above about 41%;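 further: 0% = neutral control wells and 100% = reference inhibitor control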
# HIF-2a inh = inhibitors of HIF-2a; inhibition, % at 18.8 µM; AID 624352; 360,000 tested, 0.72% active; 786-0 RCC cells HIF-2a reporter, luciferase luminescence, overnight;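 active means inhibition of the luminescence signal of 40% or more relative to plate controls, in a single-dose primary screen at 18.75 µM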
# TRAIL sens C8 = caspase-8 TRAIL sensitization; inhibition (viability loss, TRAIL sensitization), % at 10 µM; 360,000 tested, 1% active; NB7+C8 cells + TRAIL, ATPlite viability luminescence;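 active means compounds causing at least 50% loss of cell viability in the single-dose screen, relative to plate controls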
# KKLEB tox = CF airway cell cytotoxicity counter-screen. KKLEB CF airway cells viability, ATPlite luminescence, overnight; stronger effect = lower value; cells stimulated with P. aeruginosa culture filtrate. activity change (cytotoxicity), % at 5 µM. 360,000 tested, 0.36% active. AID 602141;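 active means corrected activity change at or below -50% at 5 µM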
# Peg3 prom inh = reduces Peg3 promoter-driven luciferase expression in HeLa | HeLa PEG-Prom luciferase reporter, luminescence, overnight | inhibition, % at 20 µM | 360,000 tested, 1.7% active;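 active means inhibition of at least 50% at 20 µM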
# MITF TRPM1 inh = MITF TRPM1 promoter inhibition in SK-MEL-5 cells. SK-MEL-5 TRPM1 promoter luciferase, 24 h. inhibition, % at 12.5 µM. 330,000 tested, 0.83% active. AID 488899;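 active means mean inhibition across replicates of 60% or more, whatever share of single replicates reaches that level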; further: values of inactives mirror those of a sister screen read the other way
# An asterisk follows results filed as active; / = not tested or not shown. Only part of the results is shown. The share of hits here may be higher or lower than overall.
SMILES,CF NFkB inh,NR2E3 ag-1,iPSC survival up,Shn3 3UTR inh,NR2E3 ag-2,LMP1 NFkB inh,HIF-2a inh,TRAIL sens C8,KKLEB tox,Peg3 prom inh,MITF TRPM1 inh
CC(=O)NC(CC(=O)OCc1ccc([N+](=O)[O-])cc1)c1ccccc1 (stereo unspecified),-22,2,-0.2,-4,-10,-5,8,-6,7,18,-13
CC1CN(S(=O)(=O)c2ccc(C(=O)N(CCCN(C)C)c3nc4c(Cl)cccc4s3)cc2)CC(C)O1 (stereo unspecified),5,0,-0.6,-7,31,-8,18,-3,-6,-19,0
COCCNC(=O)CN1C(=O)NC(c2ccccc2)(c2ccccc2)C1=O,-12,-5,0.5,3,14,-8,24,0,5,-1,7
C/C(=N\NC(=O)c1cccnc1)c1cc2ccccc2o1,-12,1,4.0,-5,-20,-3,-14,3,6,-11,-6
CN1CCN(c2ccc(NC(=O)c3sc4ccccc4c3Cl)cc2)CC1,-3,3,-1.0,-5,-84,13,-108,34,-26,-180,-12
Cc1nc2cc(NC(=O)N3c4ccccc4CC3C)ccc2n1C (stereo unspecified),-6,-1,-3.8,-12,-116,-6,-121,65*,-8,-138,-12
CN(CC(=O)Nc1cccc(S(=O)(=O)N2CCOCC2)c1)CC(=O)Nc1ccc(Cl)c(C(F)(F)F)c1,-6,-2,-0.2,88*,20,5,9,20,6,29,16
COc1ccc(-n2c(=O)c3ccccc3n(CC(=O)OCc3ccccc3)c2=O)cc1OC,-6,-1,-0.5,11,6,10,14,6,2,10,8
COc1ccc(C2=NN(CCC(=O)NC3CCC(C)CC3)C(=O)CC2)cc1 (stereo unspecified),-20,1,-0.2,3,3,4,16,-12,10,25,6
COc1ccc(-c2cc(C(=O)N/N=C/c3ccc4c(c3)OCO4)c3ccccc3n2)c(OC)c1,-26,5,-0.2,28,-29,-13,-18,18,14,12,10
COc1cccc(CNC(=O)C(C)n2ccc3cc(S(=O)(=O)N4CCCC4)ccc32)c1 (stereo unspecified),0,-1,1.1,-3,-22,0,6,2,-7,13,8
Cc1cc(NC(=O)Cn2cnc3sc(C)c(-c4ccccc4)c3c2=O)no1,9,/,-0.9,-31,14,0,19,-4,-4,3,4
CN(C)C(=O)CCc1ccc2c3c([nH]c2c1)[C@]1(C)[C@@H](C(=O)N2CCCCC2)C[C@H](CC(=O)NCCN2CCOCC2)C(=O)N1CC3,-8,/,2.0,-6,-17,-5,-1,-2,-1,-1,-2
N#Cc1c(NC(=O)C(=O)NCCCN2CCOCC2)sc2c1CCC2,13,3,-0.5,-8,-4,-4,8,9,-1,-9,14
COc1ccc(Cl)cc1NC(=O)C(C)N(C)Cc1ccc(C(F)(F)F)cc1 (stereo unspecified),7,0,-3.1,13,21,14,5,14,2,7,10
CC1CN(c2cc(=O)n(-c3cccc(Br)c3)c(=O)[nH]2)CC(C)O1 (stereo unspecified),-25,3,1.5,-14,-4,1,3,-5,16,-4,/
Cc1cc(NC(=O)CSc2nnc(C)n2-c2ccccc2)no1,-14,-1,-0.4,-1,-1,-3,15,-3,0,-11,-6
Cc1nn(CC(=O)NCCc2cccs2)c(=O)c2nn(-c3ccccc3)c(C)c12,-26,-2,-0.1,0,9,-6,-37,27,25,-4,-14
CCCCSc1nc(O)cc(=O)n1CC,-11,0,-0.2,-3,15,-1,12,-22,0,8,9
COc1ccccc1NC(=O)c1ccc2c(c1)C(=O)N(Cc1ccco1)C2=O,-3,/,0.6,-8,-5,-5,3,-4,-10,7,-6
CN(C)c1ccc(CC(=O)N2CCCC(c3cc(C(=O)Nc4ccc(F)c(Cl)c4)no3)C2)cc1 (stereo unspecified),5,/,-4.0,56,-5,/,-14,16,-10,-28,/
O=c1cc(-c2ccccc2Cl)oc2c(NS(=O)(=O)c3ccccc3C(F)(F)F)ccc(O)c12,5,3,4.7,-3,3,10,-19,-7,-5,-12,5
CCC1NC(=O)c2cc3ccccc3cc2-n2c1nc1ccc(F)cc1c2=O (stereo unspecified),-10,/,3.1,11,-24,4,18,8,-6,22,/
N#Cc1nc(-c2ccc(OCc3ccc(Cl)cc3)cc2)oc1N1CCOCC1,-5,1,1.3,-5,4,4,-48,15,-7,56*,22
O=C(CNC(=O)C1CCCCC1)NC1CCCCC1,6,5,0.8,-3,-17,-4,-47,-12,-1,-42,-15
COc1ccc(-c2nc[nH]c2[N+](=O)[O-])cc1,-22,0,-0.4,-1,0,-7,7,-12,0,5,-4
CCCNC(=O)c1ccc2nc(-c3ccccc3)c(-c3ccccc3)nc2c1,10,2,-1.2,1,-8,-21,1,14,-5,17,-1
CSc1cccc(NC(=O)C2CCCN2S(=O)(=O)c2ccc(Br)s2)c1 (stereo unspecified),-5,-2,8.6,-5,0,-7,18,-2,2,13,12
COc1cccc(NC(=O)CN(C)C(=O)Cc2c(C)nc3ccccc3c2C)c1,-13,4,0.0,25,-30,3,10,17,-10,11,9
CC(=O)Nc1cccc(C(=O)NNC(=O)c2ccccc2-n2cccc2)c1,8,2,4.2,1,-22,5,-1,-7,10,-5,/
CC(C)C[C@H]1CN=C(Nc2ccccc2)N1CCC1CCCCC1,13,4,-2.0,-5,7,5,12,11,-9,-4,-7
CSCCCNC(=S)Nc1cccc(S(=O)(=O)NC2=NCCC2)c1,-6,1,-0.5,-40,-22,3,8,-1,14,2,-10
C[C@H]1CN([C@@H](C)CO)C(=O)c2cc(NC(=O)CCN3CCOCC3)ccc2O[C@H]1CN(C)C(=O)Nc1ccc(F)cc1,21,/,8.7,-7,-21,-6,-9,24,-10,9,-8
CC(C)(C)NC(=S)NCC1CC1,-9,-2,-0.4,27,17,5,12,-6,-7,8,9
CCN(CC)S(=O)(=O)c1ccc(SCC(=O)c2c(N)n(C3CC3)c(=O)[nH]c2=O)nc1,2,/,-1.4,-4,-21,0,9,19,-4,16,/
COc1cccc(/C=N/NC(=O)Cn2cnc3c2c(=O)n(C)c(=O)n3C)c1OC,-7,0,-0.7,2,-12,/,16,11,-3,11,/
CC1CCCCN1C(C(=O)O)c1ccccc1 (stereo unspecified),2,-1,-0.1,7,-21,-1,19,1,12,8,0
CN(CC(=O)Nc1cccc(F)c1)C(=O)/C=C/c1ccc(Br)s1,5,-3,0.0,-3,9,5,-5,1,0,19,-5
CCN(CC1CCCO1)C(=O)CCc1nnc(CCc2ccc(OC)cc2)o1 (stereo unspecified),15,1,-0.4,-9,-22,-4,-45,3,1,-28,3
Cc1nc(SCc2nc3c([N+](=O)[O-])cccc3[nH]2)c2oc3ccccc3c2n1,-4,/,-0.2,48,-1,2,-12,16,-20,25,31

# Laid out differently: entries from further up.
> CCN(CC1CCCO1)C(=O)CCc1nnc(CCc2ccc(OC)cc2)o1 (stereo unspecified)
  CF NFkB inh = 15 | NR2E3 ag-1 = 1 | iPSC survival up = -0.4 | Shn3 3UTR inh = -9 | NR2E3 ag-2 = -22 | LMP1 NFkB inh = -4 | HIF-2a inh = -45 | TRAIL sens C8 = 3 | KKLEB tox = 1 | Peg3 prom inh = -28 | MITF TRPM1 inh = 3

> Cc1nc(SCc2nc3c([N+](=O)[O-])cccc3[nH]2)c2oc3ccccc3c2n1
  CF NFkB inh = -4 | NR2E3 ag-1 = / | iPSC survival up = -0.2 | Shn3 3UTR inh = 48 | NR2E3 ag-2 = -1 | LMP1 NFkB inh = 2 | HIF-2a inh = -12 | TRAIL sens C8 = 16 | KKLEB tox = -20 | Peg3 prom inh = 25 | MITF TRPM1 inh = 31

# (further entries)
SMILES,CF NFkB inh,NR2E3 ag-1,iPSC survival up,Shn3 3UTR inh,NR2E3 ag-2,LMP1 NFkB inh,HIF-2a inh,TRAIL sens C8,KKLEB tox,Peg3 prom inh,MITF TRPM1 inh
CN1C(=S)SC(N(O)C(=O)Nc2ccccc2)C1(C)C (stereo unspecified),3,-1,-2.5,-8,-20,-1,22,-8,1,12,2
COc1ccccc1NS(=O)(=O)c1cccc(C(=O)N/N=C(\C)c2ccncc2)c1,-4,/,-0.2,-17,12,-10,16,6,-8,-1,-5
Cc1oc(C(=O)O)cc1CSc1nnc(-c2ccccc2)n1C,-21,3,-0.3,6,3,-3,-2,19,7,5,-1
Cc1ccc(-n2c(=O)[nH]c3c(C(N)=O)nc(CC(C)C)nc32)cc1,21,-1,-1.1,-20,-27,-11,13,2,-13,13,2
O=C(N/N=C/c1cn(-c2ccccc2)nc1-c1ccccc1)c1ccco1,-44,0,-0.6,-48,-38,0,-111,-4,-1,-85,-50
CCCCCOC(=O)Cc1c(O)c2ccccc2[nH]c1=O,-15,-1,-2.4,-2,-18,-1,5,1,10,3,-9
CC(C)=C[C@@H]1C[C@H](C)[C@H]2CC[C@H](C)c3c(O[C@@H]4O[C@@H](C)[C@@H](O)[C@@H](O)[C@@H]4O)c(O)c(C)c1c32,15,/,-0.9,9,-12,5,0,17,4,-7,-1
c1ccc(COc2cccc(CN3CCc4ccccc4C3)c2)cc1,-2,-1,-0.4,-52,10,2,22,1,-2,15,-3
O=C(c1ccccc1)c1cnc(Nc2ccccc2Cl)s1,22,7,-4.1,-163,-86,1,-202,31,-12,-244,-99
COC(=O)c1cc(C)sc1NC(=O)C1C2C=CC(CC2)C1C(=O)O (stereo unspecified),-9,2,2.5,17,-20,-1,23,7,16,23,-10
CCn1c(=O)cc(OCC(=O)Nc2cccc(C)n2)c2ccccc21,-8,1,-1.5,-3,6,-15,-14,7,4,-7,-6
O=C(COC(=O)Cc1ccc(F)cc1)NC1CCS(=O)(=O)C1 (stereo unspecified),7,0,0.2,8,-13,-3,4,4,-3,7,3
C=C(C)COc1ccc(-c2ncncc2-c2ccccc2OC)c(O)c1,-1,0,0.2,22,-27,-3,8,14,0,22,-13
CCC(=O)N(Cc1ccco1)c1nc(-c2cc(OC)ccc2OC)cs1,11,-1,0.5,13,-18,4,21,6,-14,16,13
CN1CCN(CC(=O)N(Cc2c(C#N)c3ccccc3n2C)c2ccccc2)CC1,-7,1,-1.3,-4,-8,-15,6,-4,6,-4,11
O=C(O)c1c2c(nc3ccccc13)/C(=C/c1ccc(O)cc1)CCC2,-10,2,-0.4,-8,-13,1,-2,-3,-3,-3,6
Cc1ccc(CC2C(=O)N(c3nc(C)cc(C)n3)C(=O)C2C)cc1 (stereo unspecified),-7,1,-0.8,-2,4,0,7,-6,15,1,5
CC(c1ccccc1)N1CCn2c(nc3cc(NC(=O)c4cccs4)ccc32)C1 (stereo unspecified),-26,2,0.0,-39,-41,-12,-105,12,9,-67,-43
Cc1cc(-c2ccccc2)nc(SCC(=O)N2CCCC2)n1,-17,2,-0.1,-1,-22,-4,-9,-9,10,-7,19
CCOC(=O)C1CCCN(S(=O)(=O)c2ccc(S(N)(=O)=O)cc2)C1 (stereo unspecified),-10,6,-0.4,0,-10,2,19,0,-2,0,5
CC(NC(=O)COC(=O)c1ccc(Cl)cc1O)c1ccc(F)cc1 (stereo unspecified),22,0,-0.7,-8,6,-6,15,2,-16,13,-4
COc1ccc(C(=O)C2CCCN(C(=O)/C=C/c3ccccn3)C2)c(C)c1 (stereo unspecified),-10,3,0.3,-8,-5,8,-4,-4,1,-11,4

# High-throughput results deposited in PubChem by several laboratories.
